NTMT1 inh: NTMT1 methyltransferase inhibition | Q9BV86 | NTMT1 MTase-Glo SAH luminescence, purified enzyme | Potency, µM (top dose mostly 114 µM), for the others: at the highest dose activity change, negative = inhibition, actives largely listed as inhibitors | 59,000 compounds, 2.5% hits; active = well fitted inhibition curve with a large enough effect; inconclusive = small, poorly fitted or top-dose-only effect;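 also: plate controls were DMSO vehicle for no effect and no enzyme for full effect; nearly all actives have a fitted effect of over 65% in size; many of its hits are not listed in these tables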
Target sequence (Q9BV86 whole entry, looked up): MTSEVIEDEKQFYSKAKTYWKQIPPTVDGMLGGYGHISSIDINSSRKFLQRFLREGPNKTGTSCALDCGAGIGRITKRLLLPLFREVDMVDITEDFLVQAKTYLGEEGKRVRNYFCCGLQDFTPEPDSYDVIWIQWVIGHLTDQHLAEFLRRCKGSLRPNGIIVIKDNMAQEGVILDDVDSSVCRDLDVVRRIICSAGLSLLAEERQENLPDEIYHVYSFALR
Numbers without * were called inactive; u = inconclusive; & = joins results of further samples; [ ] = another dose, or the depositor's remark. Potency is read from the fitted curve at half-maximal effect.

The opening three records (preview)
> CC(=O)Nc1cccc(S(=O)(=O)N2CCCN(S(=O)(=O)c3ccc4c(c3)OCCO4)CC2)c1
  NTMT1 inh: 3%

> Cc1ccccc1NS(=O)(=O)c1ccc2c(c1)CCC(=O)N2
  NTMT1 inh: -2%

> Cc1ccc(S(=O)(=O)Nc2cnccc2C(=O)Nc2nc(-c3ccccc3F)cs2)cc1
  NTMT1 inh: -19%

Results, from the start:
> CC(=O)Nc1cccc(S(=O)(=O)N2CCCN(S(=O)(=O)c3ccc4c(c3)OCCO4)CC2)c1
  NTMT1 inh: 3%

> Cc1ccccc1NS(=O)(=O)c1ccc2c(c1)CCC(=O)N2
  NTMT1 inh: -2%

> Cc1ccc(S(=O)(=O)Nc2cnccc2C(=O)Nc2nc(-c3ccccc3F)cs2)cc1
  NTMT1 inh: -19%

> COc1ccc(C2c3c(ncn(CCCc4ccccc4)c3=N)Oc3ccc4ccccc4c32)cc1OC (stereo unspecified)
  NTMT1 inh: -11%[57.5 µM]

> O=S(=O)(Nc1nc2ccccc2s1)c1ccc(NCc2ccc(Br)cc2O)cc1
  NTMT1 inh: 28µM*

> COc1cc(F)c(S(=O)(=O)N2CCN(S(=O)(=O)c3ccc4c(c3)OCCO4)CC2)c(F)c1
  NTMT1 inh: -3%

> Fc1ccccc1-c1nnc2n1N=C(c1ccc(OC(F)F)c(OCC3CC3)c1)CS2
  NTMT1 inh: 12%

> c1ccc(CN(Cc2ccccc2)Cc2nnc(-c3cc4ccccc4[nH]3)s2)cc1
  NTMT1 inh: 4%

> Cc1ccc2nc3sc(C(=O)NCCN4CCOCC4)cc3cc2c1
  NTMT1 inh: 0%[57.5 µM]

> CC(C)(O)CS(=O)(=O)Nc1ccc2c(c1)CCN(C(=O)COc1cccnc1)C2
  NTMT1 inh: -2%

> N#Cc1c(-c2cccc(C(F)(F)F)c2)no[n+]1[O-]
  NTMT1 inh: -5%

> O=S(=O)(c1ccc2c(c1)OCCO2)N1CCN(S(=O)(=O)c2ccc(Cl)cc2F)CC1
  NTMT1 inh: 2%[57.5 µM]

> COc1cc(NS(=O)(=O)c2ccc(C)cc2)ccc1C(=O)Nc1nc(-c2ccccc2)cs1
  NTMT1 inh: 4%

> O=C(OCC#CCSc1nnc(-c2c[nH]c3ccccc23)o1)c1ccc(F)cc1
  NTMT1 inh: 8%

> O=C(NCc1nnc(-c2cc3ccccc3[nH]2)s1)c1ccccc1
  NTMT1 inh: 0%

> COc1cccc(-n2cnc3cc(C(=O)N4CCCCC4)ccc32)c1
  NTMT1 inh: -10%[57.5 µM]

> CCOc1ccc(CCNC(=O)C2COc3ccccc3O2)cc1OCC (stereo unspecified)
  NTMT1 inh: -6%

> CC(=O)Nc1sc2c(c1-c1nc3ccccc3s1)CCN(C(=O)OC(C)(C)C)C2
  NTMT1 inh: -1%

> O=C(O)c1cccc(-n2cccc2)c1
  NTMT1 inh: 13%

> CCCCN1C(=O)c2ccccc2NC1c1ccc(OC)c(COc2c(C)cc(NC(C)=O)cc2C)c1 (stereo unspecified)
  NTMT1 inh: -5%

> COc1ccc(C2c3c(nc(CCc4ccccc4)[nH]c3=O)Oc3ccc4ccccc4c32)cc1OC (stereo unspecified)
  NTMT1 inh: u

> O=C(Nc1ccc(Cl)c(C(F)(F)F)c1)Nc1nnc(-c2cccnc2)s1
  NTMT1 inh: -18%[57.5 µM]

> CSc1ccc(C(=O)/C=C/c2cc(C)c(OC(C)(C)C(=O)O)c(C)c2)cc1
  NTMT1 inh: 7%[228 µM]

> Cc1cc(C)n2ncc(C(=O)NCc3ccco3)c2n1
  NTMT1 inh: -2%

> Cc1ccc(-c2ccc(=O)n(CC(=O)NCCc3ncc[nH]3)n2)cc1
  NTMT1 inh: u

> Cc1cc(C)nc(NC(=S)N2CCN(c3ccc(Cl)c(Cl)c3)CC2)c1
  NTMT1 inh: -9%

> CCOC(=N)c1nc2ccc3ncnc(Nc4cc(F)c(F)cc4Cl)c3c2s1
  NTMT1 inh: -23%

> C[C@H](NC(=O)c1c(N)nn2cccnc12)c1cc2cccc(C#Cc3cnn(C)c3)c2c(=O)n1-c1ccccc1
  NTMT1 inh: 8%[57.5 µM]

> CC(=O)NC(c1cc(Cl)c2cccnc2c1O)C(C)C (stereo unspecified)
  NTMT1 inh: 19%

> COc1cccc(C2c3c(ncn(-c4cccc(C#N)c4)c3=N)Oc3ccc4ccccc4c32)c1 (stereo unspecified)
  NTMT1 inh: 3%[57.5 µM]

> O=C1CCCC2=C1C(c1[nH]ncc1Br)N=C(Nc1nc3ccccc3o1)N2 (stereo unspecified)
  NTMT1 inh: 2%

> CC(C)(C)OC(=O)NCC(=O)NNC(=O)C(C(=O)OCc1ccccc1)c1ccccc1 (stereo unspecified)
  NTMT1 inh: 10%

> Fc1ccc(Nc2nc(-c3ccnc(N4CCCCC4)c3)nc3ccccc23)cc1F
  NTMT1 inh: -13%

> CC(=O)NC(c1cc(F)c2cccnc2c1O)C1CC1 (stereo unspecified)
  NTMT1 inh: 18%

> CC(=O)N1CCN(c2ccc(NCc3ccc(Br)o3)cc2)CC1
  NTMT1 inh: -10%[57.5 µM]

> CC(=O)Nc1sc2c(c1-c1nc3ccccc3s1)CCN(C)C2
  NTMT1 inh: u

> CC(=O)Nc1sc2c(c1-c1ncco1)CCNC2
  NTMT1 inh: 2%

> COc1ccc(-c2nnc3n2N=C(c2cccc(OC)c2)CS3)cc1
  NTMT1 inh: 1%[57.5 µM]

> Cc1nnc(-c2cnn(C)c2N)n1CCCc1ccccc1
  NTMT1 inh: 0%

> Cc1cn([C@H]2C[C@H](N[S+](=O)([O-])Cc3cc(Cl)cc(Cl)c3)[C@@H](CO)O2)c(=O)[nH]c1=O
  NTMT1 inh: 79µM*

> Fc1ccc(-c2csc3ncnc(NCc4ccc5c(c4)OCO5)c23)cc1
  NTMT1 inh: -15%

> CN[C@@H](C)C(=O)N[C@H](C(=O)N1CCC[C@H]1c1nc(C(=O)c2ccc(F)cc2)cs1)C1CCCCC1
  NTMT1 inh: 11%

> c1ccc(CNCc2ccc(CN3CCCNCCNCCCNCC3)cc2)nc1
  NTMT1 inh: 23%

> CC(C)(C)OC(=O)N1CCN(c2ccc(NCc3cccc(-c4ccc(C#N)cc4)n3)cc2)CC1
  NTMT1 inh: 3%[57.5 µM]

> Cc1cc2c(s1)c1cnn(Cc3ccc(F)cc3)c(=O)c1n2C
  NTMT1 inh: u

> N#Cc1c(-c2ccc(Cl)cc2)no[n+]1[O-]
  NTMT1 inh: 0%

> COc1cccc(C2c3c(ncn(-c4ccccc4OC)c3=N)Oc3ccc4ccccc4c32)c1 (stereo unspecified)
  NTMT1 inh: -11%[57.5 µM]

> O=[N+]([O-])c1ccc(CNc2ccc([S+](=O)([O-])Nc3nccs3)cc2)c(O)c1
  NTMT1 inh: u

> CCCCNc1nc(C)nc2c1nc(-c1ccccc1)n2C(C)CCCN(CC)CC (stereo unspecified)
  NTMT1 inh: -2%

> Nc1cc(NC(=O)Nc2nnc(-c3ccncc3)s2)ccc1Cl
  NTMT1 inh: u

> FC(F)(F)c1ccc(-c2nc(NCc3ccc(-c4cccnc4)cc3)c3ccccc3n2)cc1
  NTMT1 inh: -5%

> COc1cc(/C=C2/C(=O)Nc3ccccc32)cc(OC)c1O
  NTMT1 inh: u

> COc1ccc(-c2ccc(CNc3ccc(N4CCN(C(=O)OC(C)(C)C)CC4)cc3)o2)cc1
  NTMT1 inh: -14%

> C[C@H](N)C(=O)Nc1ccc(Cl)cc1C(=O)c1ccc[nH]1
  NTMT1 inh: -1%

> Cc1cc(C)nc(NC(=S)N2CCN(Cc3c(F)cccc3Cl)CC2)c1
  NTMT1 inh: -19%[57.5 µM]

> Cc1cc2c(s1)c(C=O)c(C(=O)NCc1ccccc1F)n2C
  NTMT1 inh: 5%

> CN1CCN(c2ccc(Nc3c4ccccc4nc4ccccc34)cc2)CC1
  NTMT1 inh: -16%[57.5 µM]

> CC(=O)c1ccc(N2CCN(C(=O)c3ccc4c(c3)CCC(=O)N4)CC2)cc1
  NTMT1 inh: 10%

> NC1CCN(c2cnc3c(O)ccc(C(=O)O)c3c2)CC1
  NTMT1 inh: 14%

> COc1ccc(C2c3c(nc(C)[nH]c3=O)Oc3ccc4ccccc4c32)cc1OC (stereo unspecified)
  NTMT1 inh: 9%

> CC(=O)Nc1sc2c(c1-c1cc3ccccc3o1)CCNC2
  NTMT1 inh: -16%[57.5 µM]

> Cc1ccc(C[C@@H](NS(=O)(=O)c2ccc(C(=O)O)cc2)C(=O)O)cc1
  NTMT1 inh: -1%

> Cc1ccc(OCCn2c(CCNC(=O)/C=C/c3cccc(Br)c3)nc3ccccc32)cc1
  NTMT1 inh: -2%

> COC[C@@H](c1ccc(C(F)(F)F)cc1)N1CCN(C2(C)CCN(C(=O)c3c(C)ncnc3C)CC2)C[C@@H]1C
  NTMT1 inh: 8%

> Cc1ccccc1CSc1nc2ncc(Br)cc2[nH]1
  NTMT1 inh: 8%

> O=C(Nc1cncc(O)c1)c1cccs1
  NTMT1 inh: 5%[57.5 µM]

> Cc1ccc(-c2nnc(N3CCC(C(N)=O)CC3)s2)cc1
  NTMT1 inh: -1%

> CC(=O)N1CCN(S(=O)(=O)c2ccc3c(c2)CC(=O)N3)CC1
  NTMT1 inh: -1%[228 µM]

> O=S(=O)(c1ccc2c(c1)OCCO2)N1CCN(S(=O)(=O)c2c(F)cccc2F)CC1
  NTMT1 inh: 2%&2%

> Cc1ccc(CNc2ncnc3ccc(-c4ccc5c(c4)OCO5)cc23)s1
  NTMT1 inh: 0%[57.5 µM]

> Cc1cccc(-c2nnc(C)n2CCCn2ccnc2)c1[N+](=O)[O-]
  NTMT1 inh: -23%

> COc1ccccc1N1C(=O)c2ccccc2C1=O
  NTMT1 inh: 13%

> CCN(CC)CCn1c(-c2ccccc2)nc2c(NCCOC)nc(C)nc21
  NTMT1 inh: 1%

> COc1cccc(O)c1CNc1ccc(S(=O)(=O)Nc2nccs2)cc1
  NTMT1 inh: -3%

> Cc1ccc(NS(=O)(=O)c2ccc3c(c2)CC(=O)N3)cc1C
  NTMT1 inh: 1%[57.5 µM]

As entered above.
NTMT1 inh with CCCCN1C(=O)c2ccccc2NC1c1ccc(OC)c(COc2c(C)cc(NC(C)=O)cc2C)c1 (stereo unspecified) is entered as -5%
NTMT1 inh with Cc1ccccc1NS(=O)(=O)c1ccc2c(c1)CCC(=O)N2 is entered as -2%
NTMT1 inh with CC(=O)Nc1sc2c(c1-c1cc3ccccc3o1)CCNC2 is entered as -16%[57.5 µM]
NTMT1 inh with Cc1ccccc1CSc1nc2ncc(Br)cc2[nH]1 is entered as 8%
NTMT1 inh with Cc1cc2c(s1)c(C=O)c(C(=O)NCc1ccccc1F)n2C is entered as 5%

The main list resumes, starting two compounds before the break.
> COc1cccc(O)c1CNc1ccc(S(=O)(=O)Nc2nccs2)cc1
  NTMT1 inh: -3%

> Cc1ccc(NS(=O)(=O)c2ccc3c(c2)CC(=O)N3)cc1C
  NTMT1 inh: 1%[57.5 µM]

> O=C(O)c1ccccc1-c1noc(-c2ccccc2F)n1
  NTMT1 inh: 2%

> CCOC(=O)c1nc(NCc2ccccc2)sc1C
  NTMT1 inh: 10%

> NC(=O)/C(=C/n1cnc(-c2cc(C(F)(F)F)cc(C(F)(F)F)c2)n1)c1cncnc1
  NTMT1 inh: -4%

> Cc1nc(CNc2ncnc3ccc(-c4oc(-c5ccccc5)nc4C)cc23)cs1
  NTMT1 inh: u

> N#Cc1c(-c2ccc(OCCOCCOCCNC(=O)CCCC[C@@H]3SC[C@@H]4NC(=O)N[C@@H]43)cc2)no[n+]1[O-]
  NTMT1 inh: 6%[57.5 µM]

> CC(=O)Nc1ccc(S(=O)(=O)N2CCCN(S(=O)(=O)c3ccc4c(c3)OCCO4)CC2)cc1
  NTMT1 inh: -3%

> NC(=O)c1ccccc1-c1noc(-c2ccccc2F)n1
  NTMT1 inh: -17%

> Cn1nnnc1Sc1ncnc2scc(-c3ccc(Cl)cc3)c12
  NTMT1 inh: 0%[57.5 µM]

> O=C(Cc1ccc(Cl)c(Cl)c1)Nc1ccc([S+](=O)([O-])Nc2ccc3[nH]ccc3c2)cc1
  NTMT1 inh: 7%

> Fc1cc(Nc2nc(-c3ccncc3)nc3ccccc23)ccc1-c1cc(F)c(F)c(F)c1
  NTMT1 inh: -1%

> Cc1cc(NC(=O)c2ccc(NC(=O)Cc3ccc(Cl)c(Cl)c3)cc2)no1
  NTMT1 inh: 9%

> Cn1nnnc1Sc1ncnc2scc(-c3ccc(F)cc3)c12
  NTMT1 inh: -14%

> N#Cc1cccc(-c2ccc(NC(=O)c3cccs3)cn2)c1
  NTMT1 inh: 5%

> CC(=O)Nc1sc2c(c1-c1ccc(C)cc1)CCNC2
  NTMT1 inh: 6%

> Cc1cc(-c2nnc3n2CCCCC3)c(C)n1-c1ccc(Cl)c(Cl)c1
  NTMT1 inh: 19%

> COc1ccc(OC)c(-c2nnc3n2N=C(c2ccc(OC)c(OCC4CC4)c2)CS3)c1
  NTMT1 inh: -25%

> O=C(c1ccc(-c2cc(O)c3ncccc3c2)cc1)N1CCNCC1
  NTMT1 inh: 8%[57.5 µM]

> COc1ccc(C(=O)c2ccc(-c3no[n+]([O-])c3C#N)cc2)cc1
  NTMT1 inh: 6%

> CC1(C)OCCn2c1nc1c(N3CCOCC3)nc(-c3cnc(N)nc3)nc12
  NTMT1 inh: 13%

> COc1cccc(CNc2ccc(S(=O)(=O)Nc3cccc4ccccc34)cc2)c1O
  NTMT1 inh: 4%

> O=S(=O)(c1ccc2c(c1)OCCCO2)N1CCN(S(=O)(=O)c2c(F)cccc2F)CC1
  NTMT1 inh: 4%

> COc1ccc(C(=O)Nc2ccc(-c3nc4ccccc4[nH]3)cc2)cc1Br
  NTMT1 inh: -4%

> Cc1cc2c(s1)c1cnn(Cc3ccccc3Cl)c(=O)c1n2C
  NTMT1 inh: 6%

> O=C1c2ccccc2C(=O)N1C1CCCCC1
  NTMT1 inh: -2%

> N=c1c2c(ccn1CCCCc1ccccc1)Oc1ccc3ccccc3c1C2c1ccccc1 (stereo unspecified)
  NTMT1 inh: -2%

> Brc1cnc2nc(SCc3ccccc3)[nH]c2c1
  NTMT1 inh: 15%

Compound activity: PubChem BioAssay, National Center for Advancing Translational Sciences (NCATS)

The list is partial (hit frequency here may not be typical).
